PREPL inhibitor: human PREPL enzyme inhibition | Q4J6C6 | inhibition, % at 5.96 µM | 320,000 tested, 0.68% active | recombinant PREPL, fluorescence polarization activity-based probe | AID 2751; in the data active = inhibition above about 43%;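 also: 0% = enzyme with DMSO and 100% = wells lacking enzyme; many of its hits are not listed in these tables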
LYPLA1 inh: counter-screen for PME1 inhibitors: inhibitors of human LYPLA1. recombinant LYPLA1, FP-Rh probe fluorescence polarization. inhibition, % at 5.9 µM. O75608. 320,000 tested, 0.16% active;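 active = inhibition above the mean of all tested compounds plus 3 SD, set per campaign, cut at about 14% in these data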;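 also: inhibitors block serine hydrolase probe labeling of LYPLA1 so polarization falls; 0% = enzyme with DMSO and 100% = wells lacking LYPLA1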
LYPLA2 inh: LYPLA2 (human) inhibition in PME1 counter-screen | O95372 | recombinant LYPLA2, FP-Rh probe fluorescence polarization | inhibition, % at 5.9 µM | 320,000 tested, 0.38% active | AID 2177;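 active = inhibition above the screen-wide mean plus 3 SD, limit set per campaign, cut at about 26% in these data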;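 also: 0% = LYPLA2 with DMSO and 100% = wells lacking LYPLA2 enzyme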
PAFAH1B2 inh: inhibitors of human PAFAH1B2; recombinant PAFAH1B2, FP-rhodamine activity probe, fluorescence polarization; inhibition, % at 3.39 µM; 340,000 tested, 1.2% active; P68402;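 active = inhibition above the mean of all tested compounds plus 3 SD, cut at about 24% in these data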;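 also: 0% = enzyme with DMSO and 100% = wells lacking PAFAH1B2; many of its hits are not listed in these tables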
PAFAH2 inh: PAFAH2 (human) inhibition | Q99487 | AID 492956 | recombinant PAFAH2, FP-rhodamine activity probe, fluorescence polarization | 340,000 tested, 0.99% active | inhibition, % at 3.39 µM;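 active = inhibition above the mean over all tested compounds plus 3 SD, cut at about 30% in these data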;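 also: inhibitors block probe labeling of enzyme so polarization drops; 0% = enzyme with DMSO and 100% = wells lacking PAFAH2 protein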
PAD4 inh: PAD4 (human) enzyme inhibition; recombinant PAD4, RCA probe fluorescence polarization; inhibition, % at 6.36 µM; 330,000 tested, 0.41% active;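 active = percent inhibition above a cutoff equal to the mean of all tested compounds plus 3 SD, cut at about 15% in these data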;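 also: 0% = PAD4 with RCA probe and DMSO and 100% = probe without PAD4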
Target sequence (Q9UM07 whole entry, looked up): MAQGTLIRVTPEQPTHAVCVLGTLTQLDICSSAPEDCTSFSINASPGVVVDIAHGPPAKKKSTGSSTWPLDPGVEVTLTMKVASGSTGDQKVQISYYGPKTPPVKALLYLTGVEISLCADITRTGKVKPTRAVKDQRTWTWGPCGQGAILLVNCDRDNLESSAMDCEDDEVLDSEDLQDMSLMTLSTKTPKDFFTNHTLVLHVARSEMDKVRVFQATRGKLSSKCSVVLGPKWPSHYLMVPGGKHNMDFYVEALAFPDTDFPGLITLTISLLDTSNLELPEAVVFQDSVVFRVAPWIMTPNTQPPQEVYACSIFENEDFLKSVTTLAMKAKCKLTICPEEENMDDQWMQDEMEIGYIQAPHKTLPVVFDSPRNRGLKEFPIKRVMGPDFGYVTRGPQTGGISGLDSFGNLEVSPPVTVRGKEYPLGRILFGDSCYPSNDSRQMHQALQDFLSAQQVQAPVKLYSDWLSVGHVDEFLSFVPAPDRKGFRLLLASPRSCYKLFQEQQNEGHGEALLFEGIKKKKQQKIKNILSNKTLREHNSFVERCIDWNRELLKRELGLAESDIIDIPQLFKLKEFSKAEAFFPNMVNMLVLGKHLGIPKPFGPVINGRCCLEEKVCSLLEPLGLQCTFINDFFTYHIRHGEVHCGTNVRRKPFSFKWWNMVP
pPAFAH inh: pPAFAH (human) enzyme inhibition; Q13093; AID 463082; inhibition, % at 3.39 µM; recombinant pPAFAH, FP-rhodamine probe fluorescence polarization; 330,000 tested, 1.5% active;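 active = inhibition above the mean inhibition across the screen plus 3 SD, cut at about 25% in these data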;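 also: inhibitors block binding of the rhodamine activity-based probe so polarization drops; 0% = enzyme with DMSO and 100% = wells lacking pPAFAH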
GSTO1 inh: counter-screen for RBBP9 inhibitors: inhibitors of human GSTO1. P78417. 300,000 tested, 1.1% active. inhibition, % at 5.96 µM. recombinant GSTO1, activity-based probe fluorescence polarization;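 active = inhibition above the campaign mean inhibition plus 3 SD, cut at about 35% in these data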;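 also: 0% = GSTO1-1 with DMSO and 100% = wells lacking GSTO1-1 enzyme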
PAFAH1B3 inh: blocks human PAF acetylhydrolase 1B catalytic subunit 3 | Q15102 | recombinant PAFAH1B3, FP-rhodamine probe, fluorescence polarization | inhibition, % at 3.39 µM | 340,000 tested, 0.28% active | AID 492972;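 active = inhibition above the screen-wide average of all tested compounds plus 3 SD, cut at about 25% in these data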;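 also: 0% = enzyme with DMSO only and 100% = wells lacking PAFAH1B3 protein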
Target sequence (Q15102 whole entry, looked up): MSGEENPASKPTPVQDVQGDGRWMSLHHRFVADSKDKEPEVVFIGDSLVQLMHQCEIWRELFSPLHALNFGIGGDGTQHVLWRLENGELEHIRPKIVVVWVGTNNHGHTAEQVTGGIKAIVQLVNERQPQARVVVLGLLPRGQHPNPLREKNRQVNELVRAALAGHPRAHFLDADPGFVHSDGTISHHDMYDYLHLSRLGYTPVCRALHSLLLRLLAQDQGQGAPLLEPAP
An asterisk follows results filed as active; · = not tested or not shown; & = joins results of further samples. Some of the compounds tested; count on the stated rates, not on these rows.

Start of the data: the first 4 compounds, to show the layout:
mol	LYPLA1 inh	PAFAH1B3 inh	pPAFAH inh	PAFAH2 inh	PAD4 inh	LYPLA2 inh	PAFAH1B2 inh	GSTO1 inh	PREPL inhibitor
O=C(c1ccc(CS(=O)Cc2ccccc2Cl)o1)N1CCN(C2CCCCC2)CC1 (centres undefined)	-2	4	7	5	4	-8	1	-1	15
Cc1nc(CN(C)C(=O)CC2C(=O)NCCN2Cc2ccc(F)cc2)cs1 (centres undefined)	-2	-3	3	4	-5	2	5	8	5
CCc1nnc(NC(=O)c2cc3c(s2)CCCCC3)s1	3	0	2	0	-3	1	3	-5	-2
Cc1ccccc1C[n+]1cccc2ccccc21	-1	4	1	0	-3	-5	6	1	-3

The list itself, from the first entry:
mol	LYPLA1 inh	PAFAH1B3 inh	pPAFAH inh	PAFAH2 inh	PAD4 inh	LYPLA2 inh	PAFAH1B2 inh	GSTO1 inh	PREPL inhibitor
O=C(c1ccc(CS(=O)Cc2ccccc2Cl)o1)N1CCN(C2CCCCC2)CC1 (centres undefined)	-2	4	7	5	4	-8	1	-1	15
Cc1nc(CN(C)C(=O)CC2C(=O)NCCN2Cc2ccc(F)cc2)cs1 (centres undefined)	-2	-3	3	4	-5	2	5	8	5
CCc1nnc(NC(=O)c2cc3c(s2)CCCCC3)s1	3	0	2	0	-3	1	3	-5	-2
Cc1ccccc1C[n+]1cccc2ccccc21	-1	4	1	0	-3	-5	6	1	-3
Cc1nn(Cc2ccccc2)c(C)c1NC(=O)c1cc(-c2cccs2)on1	1	0	4	-3	-3	3	0	6	1
CCOc1ccc(S(=O)(=O)Nc2ccc(C(=O)NNC(=O)c3ccncc3)cc2)cc1	-3	11	7	3	-3	-3	5	-1	25
CCCCn1c(Cc2ccccc2)nnc1SCC(=O)N1CCOCC1	5	8	-2	-1	1	-3	4	0	-5
O=C1c2cccnc2Nc2ccccc2N1CCCF	2	9	3	4	0	4	4	6	-4
Cc1cc(C)c(C)c(C(=O)COC(=O)CNC(=O)CNC(=O)c2ccco2)c1C	0	1	6	-6	3	3	-3	0	18
O=C(/C=C/Nc1ccccc1Oc1ccccc1)c1ccco1	-4	-1	4	6	-5	-2	6	-6	-2
Cc1ccc(NC(=O)c2ccc3nsnc3c2)c(C)c1	-3	5	-3	12	0	-5	-2	0	14
C/C(=N\NS(=O)(=O)c1ccccc1)c1ccccc1	0	12	0	0	-3	-1	-2	-4	8
Cn1c(SCC(=O)NCc2cccs2)nnc1-c1cccs1	-1	1	7	4	1	2	3	5	-4
O=C(Nc1ccccc1OC(F)(F)F)c1ccc([N+](=O)[O-])cc1	-2	-1	-1	-8	1	-2	0	4	5
CCc1ccc(CNCc2ccc(OCC(O)CN(C)Cc3ccccc3)cc2)nc1 (centres undefined)	-4	9	5	13	-5	-1	5	7	8
COc1ccc(NC(=O)c2cc(C)on2)cc1	-3	7	2	1	1	-3	2	1	2
C/C=C/C=C/C(=O)N1CC2(CC(c3cccc(NC(=O)/C=C/C)c3)=NO2)C[C@@H]1C(N)=O (some centres undefined)	-7	5	2	2	-1	-1	-3	5	-4
CNC(=S)NN(C)c1nc(C)cc(C)n1	-1	3	6	-2	1	-4	-1	5	-5
O=C(CNC(=O)c1ccccc1F)N/N=C/c1ccc2c(c1)OCO2	4	2	-1	-6	2	5	-5	5	4
O=[N+]([O-])c1ccccc1N/N=C1\CCc2ccccc21	2	9	6	1	-13	-2	-1	8	11
O=C(NCC1CCCN1S(=O)(=O)c1cccs1)c1ccccc1F (centres undefined)	1	7	6	3	4	1	-1	3	-7
Cc1ccc(C(=O)N/N=C\c2ccc([N+](=O)[O-])o2)cn1	2	2	10	-2	-5	-2	6	19	-1
COc1ccc(NC(=O)c2ccc(OC)cc2)cc1	4	-5	3	-4	2	5	5	1	1
O=C(COC(=O)c1ccc[nH]c1=O)NC1CCCc2ccccc21 (centres undefined)	-2	5	0	-8	4	-11	3	22	20
COc1cccc(OC)c1C1=CC(=O)C[C@H](c2ccc3c(c2)OCO3)C1	-1	6	0	-4	-4	-4	-5	·	16
CN(C(=O)c1cccc(C#N)c1)c1nnc(-c2cnccn2)s1	4	12	0	4	-1	6	1	-3	-12
CCN(CC)C(=O)CN1C(=O)C2(NC(=O)c3ccccc3N2)c2ccccc21 (centres undefined)	2	-2	-2	8	-6	1	8	3	9
COC(=O)[C@@]1(Cc2ccc(OC)cc2)[C@H]2c3cc(C(=O)N(C)C)n(CCSCCO)c3C[C@H]2CN1C(=O)c1ccccc1	-3	10	-3	-3	1	2	-3	-1	-3
Brc1ccc(CSc2ccc3nnc(-c4ccccn4)n3n2)cc1	-1	3	9	3	-2	6	0	4	45*
CNC(=O)CSc1nnc(-c2cccc(S(=O)(=O)N3CCOCC3)c2)n1-c1ccc(F)cc1	-2	6	-2	6	1	-7	2	-3	-1
S=c1nc(-c2sccc2OCc2ccc(Cl)cc2Cl)[nH][nH]1	0	5	19	6	0	3	24	-4	-3
COC(=O)C(C)Nc1cccc(Br)c1 (centres undefined)	6	4	4	2	-6	9	0	6	2
CCCCn1c(N)c(N(C)C(=O)c2ccc(Br)o2)c(=O)[nH]c1=O	0	1	5	0	-2	-4	2	·	7
N#CCCCc1cc2ccccc2cn1	·	1	-1	19	-4	·	9	·	12
CN(c1ccccc1)S(=O)(=O)c1ccc(Cl)c(C(=O)NCc2ccco2)c1	·	4	8	-5	0	·	5	·	18
CCc1cccc(NC(=O)c2cc(OC)c(OC)c(OC)c2)c1	-3	1	6	-4	1	-3	5	-2	-22
Cc1cc(C)c(NC(=O)COC(=O)c2ccc([N+](=O)[O-])s2)c(C)c1	-4	13	1	20	-8	-3	6	6	14
CN=c1scc(C)n1/N=C/c1ccc(O)cc1O	3	3	7	3	4	3	0	11	4
CNC(=O)c1c(NC(=O)C(C)C)sc2c1CCC2	0	-2	1	4	-2	1	0	9	-7
CCOc1ncccc1C(=O)OCC(=O)NCc1cccs1	·	6	15	40*	-2	·	3	·	11

No new results follow: entries from further up.
mol	LYPLA1 inh	PAFAH1B3 inh	pPAFAH inh	PAFAH2 inh	PAD4 inh	LYPLA2 inh	PAFAH1B2 inh	GSTO1 inh	PREPL inhibitor
CCCCn1c(N)c(N(C)C(=O)c2ccc(Br)o2)c(=O)[nH]c1=O	0	1	5	0	-2	-4	2	·	7
N#CCCCc1cc2ccccc2cn1	·	1	-1	19	-4	·	9	·	12
CN(c1ccccc1)S(=O)(=O)c1ccc(Cl)c(C(=O)NCc2ccco2)c1	·	4	8	-5	0	·	5	·	18
CCc1cccc(NC(=O)c2cc(OC)c(OC)c(OC)c2)c1	-3	1	6	-4	1	-3	5	-2	-22

(listing goes on)
mol	LYPLA1 inh	PAFAH1B3 inh	pPAFAH inh	PAFAH2 inh	PAD4 inh	LYPLA2 inh	PAFAH1B2 inh	GSTO1 inh	PREPL inhibitor
COc1cc(NC(=O)COC(=O)CNC(=O)C2CCCCC2)cc(OC)c1	2	9	0	-3	-5	7	-1	·	6
COc1ccc(-c2csc(N(CC3CCCO3)C(=O)c3cccs3)n2)cc1 (centres undefined)	-2	7	0	-9	0	7	3	3	12
O=C(CN1CCC(n2nnc3cc(C(F)(F)F)ccc32)CC1)NCc1cccs1	3	7	15	8	1	10	2	9	9
COc1ccccc1-c1cc(-c2ccccc2)nc(=O)[nH]1	0	3	3	4	3	2	1	-4	-11
O=c1ccn(Cc2ccccc2Cl)cc1	0	5	0	10	2	-5	-2	-4	-9
CCCc1cc(=O)[nH]c(SCC(=O)N2CCCCCC2)n1	·	8	2	14	3	·	4	·	22
Cc1ccc(-n2c(=O)c3sccc3n(Cc3cc(=O)n4cc(Cl)ccc4n3)c2=O)cc1F	4	9	3	1	-5	8	-3	2	-8
O=c1[nH]c(NCCO)nc2c1C1(CCCC1)Cc1ccccc1-2	3	10	1	-9	0	0	34*	-5	1
O=C(Nc1cccc(C(=O)N2CCOCC2)c1)c1ccc([N+](=O)[O-])cc1	0	1	-4	3	0	3	3	2	0
CSc1ncccc1C(=O)N1CCN(S(=O)(=O)c2ccc3ccccc3c2)CC1	0	-4	-3	5	-3	-3	11	·	8
C#CCN1Cc2ccccc2Oc2cc(Br)ccc2S1(=O)=O	·	5	9	-5	0	·	2	·	·
S=c1[nH]nc(-c2ccc(Cl)cc2)n1-c1cccnc1	2	11	-2	1	-2	6	16	-2	4
COc1ccc(C2CC(c3ccccc3)=NN2C(=O)COC(=O)c2cccnc2)cc1 (centres undefined)	3	1	8	4	-1	-2	2	-13	-3
Cc1ccc(NCc2nnc(SCC(=O)c3ccccc3)o2)c(C)c1	-4	7	11	3	-2	-1	3	6	-11
COc1ccc(NC(=O)c2ccc(S(=O)(=O)N3CCOCC3)o2)cc1	2	-1	-7	-4	5	0	0	4	2
CN(C)CCNc1ncnc2c1cnn2-c1ccc(Cl)cc1	-1	2	-2	-3	-5	2	-8	-3	3
C=CCn1c(=O)c2ccccc2n2c(SCC(=O)/C(C#N)=C(\C)N)nnc12	0	-1&-6	-1	7&-3	-1	-4	-3&4	3	7
Cc1ccc(OCc2cc(C(=O)NC3CCCCC3)no2)cn1	2	14	2	1	2	-3	-3	0	14
N=c1n(CCc2ccccc2)c2ccccc2n1Cc1ccccc1F	-6	-2	-9	-6	-1	-4	-4	-1	20
COCc1nc(-c2cc(OC)c(OC)c(OC)c2)no1	4	6	-1	9	1	0	4	0	-5
CC(=O)OC(C(=O)N1CCOCC1)c1c(F)cccc1F (centres undefined)	3	9	10	-16	-5	1	3	3	-5
COc1ccc(-c2sc3ccccc3c2-c2ccc(OCCN3CCCCC3)cc2)cc1	·	7	2	0	-3	·	-7	·	14
CCOc1cc(-c2noc(CCC(=O)NCC3CCCO3)n2)ccc1OC (centres undefined)	-1	0	-3	2	0	-3	7	6	-4
CC1(C(=O)Nc2cccc(-n3cnnn3)c2)Cc2ccccc2C(=O)O1 (centres undefined)	·	4	-8	2	-4	·	-2	·	-2
COc1cccc(N=C2SC(C(=O)Nc3ccc(F)cc3)CC(=O)N2C)c1 (centres undefined)	6	13	-4	-4	-7	19	-4	1	1
CCNC(=S)/N=C(\N)Nc1nc(C)c2cc(C)ccc2n1	-2	2	-3	0	-6	-1	2	-13	4

Assay outcomes deposited in PubChem by The Scripps Research Institute Molecular Screening Center.
